From PubChem
PhoP inhibition = PhoP-dependent GFP reporter repression – Salmonella Typhimurium, primary screen (AID 1863). inhibition, % at 50 µM, or IC50 in µM where a hit was titrated. S. Typhimurium PhoP-regulated promoter GFP reporter, 4 h; higher % means a stronger effect. 300,000 compounds, 0.16% hits;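 active = inhibition over 29.93%, a cutoff 3 SD above the screen mean, later confirmed by dose response; inconclusive = inhibition over 29.93% but no dose response follow-up; inactive = inhibition at most 29.93% or unconfirmed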;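 also: 0% = low Mg2+ inducing control and 100% = high Mg2+ repressing control; strong numbers were not always called active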
RSV antiviral HEp-2 = inhibition of RSV-induced cytopathic effect – HEp-2 cells, primary 10 µM value included (AID 2391). HEp-2 cells, RSV-induced CPE inhibition; higher % means a stronger effect. CPE inhibition, % at 10 µM; hits with a dose series show IC50 in µM. 310,000 compounds, 0.13% hits; in the data active = a potency from the dose series; inconclusive = CPE inhibition mostly from about 23% at the one dose, without a potency; inactive = the rest, 99 in 100 with CPE inhibition below about 21%; also: strong numbers were not always called active
GPR35 antagonists = GPR35 antagonists blocking zaprinast-driven arrestin recruitment, primary screen, imaging, U2OS, beta-arrestin-GFP, zaprinast agonist (AID 2058) | U2OS GPR35 beta-arrestin-GFP translocation imaging, zaprinast antagonism; higher % means a stronger effect | one-dose inhibition, % at 10 µM; IC50 in µM for titrated hits | 290,000 compounds, 0.052% hits;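 active = inhibition of at least 50% with at least 30 cells and total cytoplasm GFP at most 10,000,000; inconclusive = under 30 cells or total GFP of 10,000,000 plus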
LYP phosphatase = PTPN22 lymphoid phosphatase activity blockers – biochemical, fluorescence intensity, uHTS (AID 1779) | 290,000 compounds, 0.054% hits | one-dose inhibition, % at 11.5 µM; IC50 in µM for titrated hits | recombinant LYP phosphatase, fluorescence intensity; higher % means a stronger effect; in the data active = inhibition above about 50%;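 also: plate controls were vehicle with enzyme for no effect and no enzyme for full effect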
ER stress rescue = protection against thapsigargin-triggered cell killing – 384-well, CSM14.1, ATP luminescence, primary screen (AID 1222); CSM14.1 thapsigargin-induced death rescue, ATP luminescence; higher % means a stronger effect; cellular ATP content (survival), % at 20 µM; hits with a dose series show EC50 in µM; 190,000 tested, under 10 active;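 active = EC50 below 50 µM in the dose-response confirmation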;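 also: death triggered by thapsigargin at about 15 µM added after 2 h compound pretreatment; cell ATP read after overnight thapsigargin exposure of roughly 18 to 22 hours; normalized against plate controls of thapsigargin alone and 5% DMSO vehicle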
Large T inhibition = TAg ATPase/helicase activity blockers – biochemical (AID 1903). inhibition, % at 20 µM; hits with a dose series show IC50 in µM. 310,000 compounds, 0.39% hits. SV40 large T antigen ATPase/helicase inhibition assay; higher % means a stronger effect; in the data active = a potency from the dose series; inconclusive = inhibition mostly from about 32% at the one dose, without a potency; inactive = the rest, 99 in 100 with inhibition below about 32%; also: strong numbers were not always called active
MgcRacGAP inhibition = MgcRacGAP GTPase-activating activity inhibitors, confirmation, biochemical, ADP Hunter fluorescence | one-dose inhibition, % at 30 µM; IC50 in µM for titrated hits | 340,000 compounds, 0.6% hits | MgcRacGAP-stimulated Rac1 GTP hydrolysis, ADP Hunter fluorescence; higher % means a stronger effect; GST-tagged Rac1 F28L mutant substrate | AID 624330;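 active = first-screen hits whose inhibition reached a set limit at any dose in the follow-up dose series; inconclusive = inhibition above the set first-screen limit but never retested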;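 also: fluorescence reports GDP produced by GAP-driven GTP hydrolysis; strong numbers were not always called active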
NS5 inhibitors = Dengue-2 NS5 methyltransferase inhibitors, primary screen, biochemical, confirmation dose response (AID 588689); 340,000 compounds, 0.3% hits; Dengue-2 NS5 methyltransferase capping enzyme assay, biochemical; higher % means a stronger effect; inhibition, % at 25 µM; hits with a dose series show IC50 in µM; in the data active = a potency from the dose series; inconclusive = inhibition above about 29% without an active follow-up result
West Nile virus CPE = inhibition of WNV-induced cytopathic effect – cell-based, CPE readout (AID 1621); West Nile virus-infected cells, CPE inhibition; higher % means a stronger effect; CPE inhibition, % at 10 µM; hits with a dose series show IC50 in µM; 290,000 compounds, 0.02% hits; in the data active = a potency from the dose series; inconclusive = CPE inhibition mostly from about 3.7% at the one dose, without a potency; inactive = the rest, 99 in 100 with CPE inhibition below about 2.2%; also: strong numbers were not always called active
NS5 inhibitors pilot replicate = further read-out of NS5 inhibitors, marked with its call; inhibition, %; measured here: pilot screen replicate inhibition
Active calls of the source: *; ? = inconclusive; nt = no result given. This is a random part of the collection. Share with any hit: about 1.5%.

SMILES | PhoP inhibition | RSV antiviral HEp-2 | GPR35 antagonists | LYP phosphatase | ER stress rescue | Large T inhibition | MgcRacGAP inhibition | NS5 inhibitors | West Nile virus CPE | others
Cc1nn(Cc2ccccc2)c(C)c1NC(=O)c1cccs1 | 3% | 1.6% | 9% | -8% | -0.8% | 17% | 3% | 1% | -1.3%
O=C(c1ccc(Cl)c(Cl)c1)N1CCC(O)(CN2CCOCC2)CC1 | -10% | -0.8% | -4% | -2% | 1.3% | 3% | 4% | -11% | -0.1%
CN(c1cccc(NS(=O)(=O)c2cccs2)c1)S(C)(=O)=O | -5% | -0.2% | 1% | 1% | -1.9% | 9% | 7% | 1% | 0.5%
O=C(Oc1ccc(-c2nnco2)cc1)c1ccc(F)c(S(=O)(=O)N2CCOCC2)c1 | -3% | 0.4% | nt | nt | nt | 11% | 8% | -1% | nt
N#Cc1cccc(NC(=O)COc2ccc(-n3ccnc3)cc2)c1 | 19% | 0.2% | 2% | 0% | 0.3% | 4% | 4% | 3% | -0.5% | NS5 inhibitors pilot replicate=0.6
CN1CCN(CCCNC(=O)c2ccc(NC(=O)C3=CSCCO3)cc2)CC1 | 0% | -0.1% | 9% | -4% | nt | 3% | 6% | -2% | 0.3%
CC(C)Oc1ccc(C(CC(=O)NCc2ccco2)c2ccccc2)cc1 (centres undefined) | 1% | -2.2% | 18% | -4% | -0.8% | 2% | -5% | -1% | ?
Clc1ccc2nc(N3CCCCC3)sc2c1 | 20% | 2.8% | 15% | 0% | -2.8% | 18% | 7% | -2% | -0.4%
FC(F)Oc1ccc(NC(=S)NCc2ccccc2)cc1 | 0% | 2.4% | -14% | -6% | -1.9% | 2% | 11% | -4% | -0.7%
CC1CCCCN1C(=O)COc1ccc(F)cc1 (centres undefined) | -4% | -0.4% | 0% | -8% | -1.1% | 8% | 12% | 2% | -0.2%
Fc1ccc(C2=CSC3=NCCN23)cc1 | -7% | 0.1% | 4% | -4% | -1.1% | -1% | 8% | nt | 0.4%
O=C(Oc1ccc(-c2cnc3ccccc3n2)cc1)c1cccc([N+](=O)[O-])c1 | -20% | 14% | -14% | 0% | -0.4% | 4% | 19% | 3% | 0.3%
NC(=NC(=O)c1ccccc1)N1N=CCC1c1ccccc1 (centres undefined) | 1% | -0.4% | -10% | 5% | 0.9% | 6% | 3% | -7% | -0.6%
COc1ccc(CNC(=O)C2CC(=O)N(c3ccc(OCC(=O)N4C(C)CCCC4C)cc3)C2)cc1 (centres undefined) | 1% | 1.1% | -2% | 0% | -3.5% | 7% | 5% | -5% | 0.1%
COc1ccc(C(=O)C2CCCN(Cc3cn[nH]c3-c3ccc(F)cc3)C2)cc1OC (centres undefined) | -2% | -0.9% | 18% | -4% | 1.1% | 9% | 4% | -4% | -0.8%
CC(C)(C)C1CCC(N2CCN(c3ccccc3)CC2)CC1 (centres undefined) | 3% | 12% | 11% | -5% | nt | 1% | 13% | nt | -1.3%
COc1ccc(-n2nc(C(=O)NCC(=O)NCC3COc4ccccc4O3)c3ccccc3c2=O)cc1OC (centres undefined) | -7% | 2.2% | -11% | 2% | -0.5% | 3% | -1% | 1% | -0.3%
Cc1ccc(S(=O)(=O)N2CCN(c3ccccc3)CC2)cc1C(N)=O | -1% | 1.0% | -8% | -5% | -0.4% | 14% | 1% | 1% | -0.6%
CCc1ccc(N2CCN(C(=O)c3ccc4c(c3)OCO4)CC2)cc1 | 1% | 16% | 12% | -7% | nt | 5% | 9% | -3% | -1.1%
COc1ccc(NC(=O)C2CCCN2S(=O)(=O)c2ccc3c(c2)CC(C)N3C(C)=O)cc1OC (centres undefined) | -3% | 4.7% | -16% | -5% | nt | nt | 1% | -5% | -0.2%

Taken from the results shown for reference:
SMILES | PhoP inhibition | RSV antiviral HEp-2 | GPR35 antagonists | LYP phosphatase | ER stress rescue | Large T inhibition | MgcRacGAP inhibition | NS5 inhibitors | West Nile virus CPE | others
COc1ccc(-n2nc(C(=O)NCC(=O)NCC3COc4ccccc4O3)c3ccccc3c2=O)cc1OC (centres undefined) | -7% | 2.2% | -11% | 2% | -0.5% | 3% | -1% | 1% | -0.3%
Cc1ccc(S(=O)(=O)N2CCN(c3ccccc3)CC2)cc1C(N)=O | -1% | 1.0% | -8% | -5% | -0.4% | 14% | 1% | 1% | -0.6%

(continued)
SMILES | PhoP inhibition | RSV antiviral HEp-2 | GPR35 antagonists | LYP phosphatase | ER stress rescue | Large T inhibition | MgcRacGAP inhibition | NS5 inhibitors | West Nile virus CPE | others
COc1ccc(NC(=O)c2sc(NC(=O)C3CC3)nc2C)cc1 | -3% | 1.7% | 1% | -2% | nt | 9% | 13% | 0% | 0.6%
CN(C)c1ccc(N2CC(C)(C)C2=O)cc1 | 3% | -0.4% | 1% | -7% | -0.9% | 4.4µM* | ? | -1% | 0.5%
CC(C)c1nc2cc(C(=O)N(C)Cc3ccc(F)cc3)ccc2o1 | -2% | 1.9% | -2% | -6% | nt | 9% | 9% | -1% | -0.7%
COc1cccc(-c2csc(N3CCN(C(=S)Nc4cccc(Cl)c4)CC3)n2)c1 | 7% | 3.0% | -1% | -5% | 0.4% | 13% | 10% | -3% | 0.2%
Cc1ccccc1CN1C(=O)c2ccccc2Sc2ccc(C(=O)O)cc21 | 0% | 1.7% | -10% | 0% | -7.9% | 14% | 2% | -2% | 1.2%
O=C1COc2ccc(-c3csc(NCCc4ccccc4)n3)cc2N1 | 3% | 17% | 5% | 4% | -1.0% | 3% | 2% | -2% | -0.6%
O=C(NCCOc1ccccc1F)c1cc([N+](=O)[O-])ccc1N1CCOCC1 | 10% | -1.4% | -2% | -8% | nt | 13% | 6% | -3% | -0.3%
Cc1nc(-c2cc(-c3ccc(Cl)cc3)no2)cs1 | 2% | 9.0% | 6% | -6% | nt | 7% | 9% | -10% | -0.7%
O=S1(=O)C=C(SCc2ccccc2)Nc2ccccc21 | 2% | 3.3% | 3% | -8% | 0.6% | 20% | 5% | -8% | -0.3%
CCn1nc(C)c(CN2CCN(Cc3cccc(OC)c3)C(CCO)C2)c1C (centres undefined) | -2% | -0.1% | 10% | -7% | 0.0% | 4% | 7% | -9% | -1.2%
O=C(NCc1ccccc1)C1=C[C@H](C2CCCCC2)C[C@H](OCCCCO)O1 | -5% | -2.0% | nt | nt | nt | 15% | 11% | 3% | -0.7%
COc1ccc(N2CC(C(=O)Nc3ccc(S(=O)(=O)N4CCCC4)cc3)CC2=O)cc1 (centres undefined) | 6% | -0.8% | 14% | 1% | nt | 14% | -2% | -4% | -0.1%
CCC(=O)Nc1c(C#N)c2nc3ccccc3nc2n1-c1ccccc1C | -17% | -0.9% | 6% | -1% | -0.6% | 8% | 4% | -6% | 1.2%
CC(C)(C)C(=O)Nc1nnc(SCC(=O)NC2CCCC2)s1 | 0% | 0.1% | 20% | -3% | nt | -6% | 5% | -9% | -0.1%
Cc1cc(/C=C(/C#N)C(=O)Nc2ccc(Cl)cc2)c(C)n1-c1cccnc1 | -14% | 2.2% | -3% | 1% | -2.9% | 13% | 4% | -2% | -1.3%
CC(=O)NC12CC3CC(C1)CC(C(=O)Nc1nc4ccc(F)cc4s1)(C3)C2 | -4% | 18% | -14% | -4% | nt | -1% | 17% | 3% | -0.6%
COc1ccc(/C(C)=N\NC(=O)C(c2ccncc2)N2CCOCC2)cc1 (centres undefined) | -3% | -2.2% | 50% | -6% | nt | 8% | 1% | 2% | 0.1%
CC(C)C[C@@H](CO)N1CCN(Cc2cccc(C#N)c2)CCC1=O | 7% | 0.8% | -9% | -9% | nt | 7% | 10% | 4% | -0.5%
CCNS(=O)(=O)c1ccc(CCC(=O)Nc2ccccc2C(=O)OC)cc1 | 0% | 0.1% | -8% | -4% | -0.9% | -7% | 0% | 0% | -0.2%
Cc1ccc(NC(=S)N2CCCC(c3nc4ccc(C)cc4[nH]3)C2)c(C)c1 (centres undefined) | -6% | 10% | 2% | -3% | 0.3% | -4% | 7% | -7% | -0.9%
CCc1nc2ccccc2n1CCC(C)C | 7% | 1.1% | -2% | 2% | 0.1% | -2% | 14% | -1% | -0.3%
CN1C(=O)C2(C(C#N)=C(N)N(c3cc(Cl)cc(Cl)c3)C3=C2C(=O)CCC3)c2ccccc21 (centres undefined) | 1% | 3.5% | -4% | -6% | -2.5% | 6% | 11% | -5% | -0.1%
COc1ccccc1N=Nc1nc(-c2ccccc2)c(-c2ccccc2)[nH]1 | 7% | 12% | -10% | 18% | -0.6% | 13% | 5% | 0% | 0.2%
CC1(C)Cc2c(c(N3CCCCC3)[nH]c(=S)c2C#N)CS1 | 9% | nt | 1% | -12% | 5.1% | -6% | 5% | -2% | 0.2%
CN(C)CCCN(C(=O)COc1ccccc1)c1nc2cc3c(cc2s1)OCO3 | 3% | -0.6% | 12% | -5% | nt | -2% | 8% | -3% | -0.5%
CC1CCCCC1NC(=O)Cn1nnc(-c2ccc(Cl)cc2)n1 (centres undefined) | -2% | 4.3% | 8% | -2% | -1.3% | -3% | 1% | -2% | -0.3%
O=C(COC(=O)CCc1nc2ccccc2c(=O)[nH]1)NC(=O)NC1CCCC1 | -16% | 0.1% | 10% | 8% | 1.8% | 4% | 11% | -4% | 1.1%
CC(C)CC1=NN(C(=O)c2ccco2)C(O)(C(F)(F)F)C1 (centres undefined) | -4% | 1.5% | 0% | -6% | 1.7% | 4% | 8% | ? | 0.8%
CC(C)S(=O)(=O)CC(=O)c1ccc(Cl)cc1 | 3% | 1.7% | 4% | -2% | nt | 7% | -1% | 3% | -0.6%

Grouped by structure, those above with a cyano group (six)
SMILES | PhoP inhibition | RSV antiviral HEp-2 | GPR35 antagonists | LYP phosphatase | ER stress rescue | Large T inhibition | MgcRacGAP inhibition | NS5 inhibitors | West Nile virus CPE | others
N#Cc1cccc(NC(=O)COc2ccc(-n3ccnc3)cc2)c1 | 19% | 0.2% | 2% | 0% | 0.3% | 4% | 4% | 3% | -0.5% | NS5 inhibitors pilot replicate=0.6
CCC(=O)Nc1c(C#N)c2nc3ccccc3nc2n1-c1ccccc1C | -17% | -0.9% | 6% | -1% | -0.6% | 8% | 4% | -6% | 1.2%
Cc1cc(/C=C(/C#N)C(=O)Nc2ccc(Cl)cc2)c(C)n1-c1cccnc1 | -14% | 2.2% | -3% | 1% | -2.9% | 13% | 4% | -2% | -1.3%
CC(C)C[C@@H](CO)N1CCN(Cc2cccc(C#N)c2)CCC1=O | 7% | 0.8% | -9% | -9% | nt | 7% | 10% | 4% | -0.5%
CN1C(=O)C2(C(C#N)=C(N)N(c3cc(Cl)cc(Cl)c3)C3=C2C(=O)CCC3)c2ccccc21 (centres undefined) | 1% | 3.5% | -4% | -6% | -2.5% | 6% | 11% | -5% | -0.1%
CC1(C)Cc2c(c(N3CCCCC3)[nH]c(=S)c2C#N)CS1 | 9% | nt | 1% | -12% | 5.1% | -6% | 5% | -2% | 0.2%
